GalR3 antagonist: antagonists of human GalR3; O60755; HEK293 GalR3-CNG cAMP membrane potential fluorescence; galR3 body fused to GalR1 C-terminus; inhibition, % at 3 µM; actives 0.44% (n = 360,000); AID 651719;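 active means inhibition above the screen-wide average plus 3 SD, cut at about 13% in these data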;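 further: forskolin and galanin both at EC90 stimulate the cells; cAMP rise reported by CNG channel membrane potential dye signal; 0% = forskolin plus galanin with DMSO and 100% = forskolin alone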
Target sequence (O60755 1-299 limits assumed): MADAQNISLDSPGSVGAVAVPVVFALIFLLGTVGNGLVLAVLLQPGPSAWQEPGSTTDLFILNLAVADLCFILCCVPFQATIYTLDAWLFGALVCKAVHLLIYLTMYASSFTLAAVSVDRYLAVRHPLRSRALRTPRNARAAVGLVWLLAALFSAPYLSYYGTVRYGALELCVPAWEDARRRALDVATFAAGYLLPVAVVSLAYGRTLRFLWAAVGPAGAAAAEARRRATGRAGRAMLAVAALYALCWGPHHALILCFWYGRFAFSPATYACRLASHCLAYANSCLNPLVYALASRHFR
Numbers without * were called inactive. These rows are one share of the data. The share of hits here may be higher or lower than overall.

SMILES | GalR3 antagonist
CCC/C=C/c1ccc(CN2C(C)C(=O)N(Cc3cn(CC4CCCCC4)nn3)CCS2(=O)=O)cc1 (stereo not drawn) | -6
CC(=O)Oc1ccc(Cn2c(C)c(C(=O)N(C)Cc3ccc(F)cc3)sc2=O)cc1 | 0
COC(=O)C1=C(C)N(Cc2ccc(C(F)(F)F)cc2)C(=NCc2ccccc2C(F)(F)F)NC1c1ccc(Cl)cc1 (stereo not drawn) | -5
CCCc1nc2c(C)cc(Br)cn2c1Cc1ccccc1OC | -4
CCOC(=O)[C@]12CCCC=C1N(Cc1cccc3ccccc13)C(=O)[C@H](CC(=O)NCC1CCCCC1)C2 | 1
COCCN(C(=O)c1ccc(N(C)S(=O)(=O)c2ccc(C)cc2)cc1)c1c(N)n(CC(C)C)c(=O)[nH]c1=O | -5
O=C(Nc1ccc(F)c(Cl)c1)C1Cc2c(-c3ccco3)ccnc2O1 (stereo not drawn) | -4
Cc1cccc(CN2CCN([C@@H]3CS(=O)(=O)N[C@H]3COCc3ccccc3)CC2)c1 | -1
COCc1cccc(-c2csc(C(O)c3ccccc3)n2)c1 (stereo not drawn) | -5
Cc1cc2c(cc1C)-c1nnnn1C(N1CCCC1)C(=O)N2 (stereo not drawn) | -5
OC(c1ccccc1)c1nc(-c2ccc(F)c(Cl)c2)cs1 (stereo not drawn) | -7
Cc1cccc(C)c1NC(=O)C(C1CC1)n1c(-c2ccc(-c3ccccc3)cc2)nc2ccccc21 (stereo not drawn) | -9
COc1ccc(Cc2c(-c3ccc(C)cc3)nc3c(C)cc(Br)cn23)c(C)c1 | -6
c1ccc(Nc2ccc(NCCc3c[nH]c4ccccc34)cc2)cc1 | -7
C[C@H]1CN(c2ccc(N3CCN(C(=O)OC(C)(C)C)C[C@@H]3C)cc2C#N)CCN1Cc1ccccc1 | -1
FC(F)C(F)(F)Oc1cccc(Nc2nccn3c(-c4cccc5cccnc45)cnc23)c1 | -6
CCSCCCn1[nH]c2ccccc2c1=O | -5
CC(C)c1cc(C(F)(F)F)nc(NNc2nc(C(C)C)cc(C(F)(F)F)n2)n1 | -8
C[C@@H](O)CNC(=O)c1[nH]cnc1C(=O)Nc1cccc(Cl)c1 | -5
CN(C)Cc1cn(CC[C@@H]2CC[C@@H](NC(=O)Nc3ccccc3F)[C@@H](CO)O2)nn1 | -4
C[C@@H]1CN([C@@H](C)CO)C(=O)c2cc(Br)cnc2O[C@H]1CN(C)C(=O)Nc1ccc(F)cc1 | -8
c1ccc(CC(Cc2ccccc2)c2ccccn2)cc1 | -5
CC1(C)SC2c3ccccc3C(=O)N2C1C(=O)O (stereo not drawn) | -5
OCC1OC(c2ccc(O)cc2O)C(O)C1O (stereo not drawn) | -9
CN(CCCn1cnc2c(OCc3ccccc3)ncnc21)Cc1ccco1 | -7
O=C(CCNC(=O)c1ccc([N+](=O)[O-])cc1)NC1CCCc2ccccc21 (stereo not drawn) | -1
CN(C(=O)c1ccc(NC(=O)Cc2cccc(NC(=O)C3CCCN(C(=O)c4ccccc4)C3)c2)cc1)C1CC1 (stereo not drawn) | -4
CC(=O)c1ccc(-c2ccccc2C2=CC(=O)CC(C)(C)C2=O)cc1 | -6
CC(C)Oc1ccc(F)cc1-c1cc(C(=O)NCc2ccc(C(F)(F)F)cc2)[nH]n1 | -8
CSC[C@H]1CN(Cc2cccnc2)C(=O)[C@@H]1CC(=O)Nc1ccc(Br)cc1 | -5
O=C1C(=Cc2ccccc2Cl)CCc2ccccc21 | 5
CC(=O)c1c(C)[nH]c(C(=O)Nc2ccc(N3CCCCCC3)cc2)c1C | 2
Cc1ccc(OC(C)C(=O)N2CCc3ccccc32)c([N+](=O)[O-])n1 (stereo not drawn) | 1
CCOC(=O)[C@]12CCCC=C1N(CCC1=CCCCC1)C(=O)[C@H](CC(=O)NCCC(C)C)C2 | -3
CC1(C(=O)NS(=O)(=O)c2cccc(F)c2)CCN1C(=O)CCc1ccc(Cl)cc1Cl (stereo not drawn) | -6
Cn1nc(C(C)(C)C)cc1C(=O)N1CCCC(C)(C(=O)NS(=O)(=O)C2CC2)C1 (stereo not drawn) | -6
Cc1ccc(NC(=O)OC[C@@H]2CSCCS(=O)(=O)N2)cc1 | -3
CC(C)Oc1cccc(C(=O)Nc2nnc([C@H]3C[C@H](O)[C@@H](CO)O3)s2)c1 | -4
C[C@@H](c1ccccc1)N1C[C@H](COCc2ccccc2)Oc2cc(N3CCC[C@@H]3CO)ccc2S1(=O)=O | -6
Cc1nc2ccc(C(=O)NC(C)(C)C)cn2c1N(C)C(=O)CCc1ccccc1 | -2
O=C1CCCCC1Nc1ccc2ccccc2c1 (stereo not drawn) | -4
CN(C)c1ccc(C=Cc2ccnc3c(O)cccc23)cc1 | -2
O=C(NCc1ccncc1)[C@@H]1CCCN1C(=O)[C@H]1CCCN1C(=O)c1cccs1 | -5
OC(CNC1CCCCC1)CON=C1CCSc2c(Cl)cccc21 (stereo not drawn) | -8
O=C(Cn1ncc2ccccc2c1=O)Nc1cccc(C(F)(F)F)c1 | -7

7 records picked at random from the list so far:
SMILES | GalR3 antagonist
Cc1cccc(C)c1NC(=O)C(C1CC1)n1c(-c2ccc(-c3ccccc3)cc2)nc2ccccc21 (stereo not drawn) | -9
CSC[C@H]1CN(Cc2cccnc2)C(=O)[C@@H]1CC(=O)Nc1ccc(Br)cc1 | -5
OC(CNC1CCCCC1)CON=C1CCSc2c(Cl)cccc21 (stereo not drawn) | -8
O=C1CCCCC1Nc1ccc2ccccc2c1 (stereo not drawn) | -4
CC(=O)c1c(C)[nH]c(C(=O)Nc2ccc(N3CCCCCC3)cc2)c1C | 2
COCCN(C(=O)c1ccc(N(C)S(=O)(=O)c2ccc(C)cc2)cc1)c1c(N)n(CC(C)C)c(=O)[nH]c1=O | -5
O=C(NCc1ccncc1)[C@@H]1CCCN1C(=O)[C@H]1CCCN1C(=O)c1cccs1 | -5

Next part.
SMILES | GalR3 antagonist
OCCN1CCN(c2ncnc3c2ncn3[C@H]2CN(Cc3ccc(Cl)cc3)C[C@@H](CO)O2)CC1 | -3
O=C(CN1CCN(S(=O)(=O)c2ccc(Cl)c(C(F)(F)F)c2)CC1)NC(=O)NC1CCCCC1 | -7
NC(Cc1ccc(C(F)(F)F)cc1)c1csc(Nc2ccc(C(=O)NCc3ccco3)cn2)n1 (stereo not drawn) | -9
CCOC(=O)N1CCN(C(=O)C[C@@H]2C[C@@]3(C(=O)OC)CC(C)(C)CC=C3N(Cc3ccccc3)C2=O)CC1 | -8
Cc1nc(C(F)(F)F)ccc1C(=O)N1CCC1(C)C(=O)NS(=O)(=O)c1ccc(Cl)cc1 (stereo not drawn) | -5
OC(c1ccc(F)c(F)c1)c1nc(-c2ccccc2)cs1 (stereo not drawn) | -2
CCOC(=O)C(=COC(=O)c1ccccc1)NC(=O)Cc1ccccc1 | 4
CCOC1=C2CN(S(=O)(=O)c3ccc(C)cc3)[C@H](c3ccccc3)C[C@@H]2N(S(=O)(=O)c2ccc(C)cc2)[C@H](c2cccc(C)c2)C1 | -6
Cc1cc(C)c2c(c1)OC(=O)CC2c1ccc2c(c1)OCO2 (stereo not drawn) | -2
CCc1nc2ccc(C(=O)NCc3ccccc3OC)cn2c1N(CC)Cc1cccc(Br)c1 | -9
C=CCn1c(C(C)n2c(-c3cnccn3)nc3ccccc32)nc2ccccc21 (stereo not drawn) | -6
Cc1ccccc1CC(=O)Nc1ccc2c(c1)c(=O)n(C)n2-c1cccs1 | -3
OC1Cc2ccccc2C1Nc1cccc(C(F)(F)F)c1 (stereo not drawn) | -3
CC1=C(C(=O)N2CCCCCC2)CC(CC(=O)NCCc2ccccn2)C(=O)N1CCCN1CCCC1=O (stereo not drawn) | -6
CN1CCN(c2cccc3c2S(=O)(=O)N[C@H](Cc2ccccc2)CO3)CC1 | -6
COc1cccc(-c2cnc(C(O)c3ccc(Cl)c(F)c3)[nH]2)c1 (stereo not drawn) | -6
CCCCNC(=O)C(NC(=O)c1cccnc1)C(=O)c1ccccc1 (stereo not drawn) | -6
O=C(CN1CCN(C(=O)C2CCN(C(=O)/C=C/c3ccccc3)CC2)CC1)Nc1ccc(F)cc1 | -1
C[C@@H]1CN([C@@H](C)CO)S(=O)(=O)c2ccc(C#CC(C)(C)O)cc2O[C@H]1CN(C)C(=O)C1CCCCC1 | -5
Cc1ccc2nc(-c3cccc(Br)c3)c(Cc3cccc(F)c3)n2c1 | -5
Cc1cc(=O)c2c(o1)C(=O)c1occc1C2=O | -6
N#Cc1nnn2c1nc(N)c1c(Cl)cccc12 | -3
Cc1ccccc1NP1(=O)OCCCN1Cc1ccccc1Cl (stereo not drawn) | -5
Cc1cc(C)n2c(=O)[nH]nc2c1 | -7
Cc1cccc(NC(=O)C(=O)NCC2CCCN2S(=O)(=O)c2cccs2)c1 (stereo not drawn) | -6
CC1(C(=O)NCc2ccc(Cl)cc2)CCN1C(=O)Cc1cccc2ccccc12 (stereo not drawn) | 0
COc1ccccc1C(O)c1ncc(-c2ccc(Cl)cc2)[nH]1 (stereo not drawn) | -4
C#CCOCCOCCOCCNc1nc(N2CCN(C(=O)[C@H](CCCCN)n3cc(CCC(=O)O)nn3)CC2)nc(N2CCN(C(=O)[C@H](Cc3ccc(O)cc3)n3cc(CCO)nn3)CC2)n1 | -5
Oc1ccc(-c2nccs2)cc1 | -5
OC(COc1ccc(-c2ccccc2)cc1)CN1CCCCC1 (stereo not drawn) | -4

Three entries from above, field by field.
> CCCCNC(=O)C(NC(=O)c1cccnc1)C(=O)c1ccccc1 (stereo not drawn)
  GalR3 antagonist: -6
> Cc1ccc2nc(-c3cccc(Br)c3)c(Cc3cccc(F)c3)n2c1
  GalR3 antagonist: -5
> Cc1cccc(NC(=O)C(=O)NCC2CCCN2S(=O)(=O)c2cccs2)c1 (stereo not drawn)
  GalR3 antagonist: -6

The list continues.
SMILES | GalR3 antagonist
Nc1ncnc2c1ncn2[C@@H]1O[C@H](C(=O)NCCCN2CCCC2=O)[C@@H](O)[C@H]1O | -6
Cc1cccc(CN(C)C[C@H]2OCc3cnnn3CCCC(=O)N([C@@H](C)CO)C[C@@H]2C)c1 | -3
O=C(/C=C/c1ccc(F)cc1)Nc1cc(S(=O)(=O)N2CCOCC2)ccc1N1CCOCC1 | 0
Cn1nc(CC#N)c2c(=N)n(N)cnc21 | 2
CCCN1C(=O)c2[nH]nc(-c3ccccc3)c2C1c1ccccc1 (stereo not drawn) | -8
CCCS(=O)(=O)NC(=O)C1(C)CCCN(C(=O)CSc2ccccc2)C1 (stereo not drawn) | 1
COc1cc(-c2cc(C(=O)N3CCCCCC3)c3ccccc3n2)cc(OC)c1OC | 0
CN(C)c1ccc(NC(=O)Nc2ccc3c(c2)c(=O)n(C)n3Cc2ccccc2)cc1 | -7
COc1ccc(NC(=O)N(C)C[C@@H]2OCc3ccccc3-c3c(n(C)c4ccccc34)C(=O)N([C@H](C)CO)C[C@H]2C)c(OC)c1 | -7
COc1ccc(S(=O)(=O)N2CCCCCC2)cc1NC(C)C(=O)Nc1ccc(NC(C)=O)cc1 (stereo not drawn) | 0
Cc1cc(Br)ccc1Nc1nc(N)nc(N)c1N=O | -3
CC1Sc2ccccc2N(Cc2ccccc2)C1=O (stereo not drawn) | 1
CC1(C(=O)NS(=O)(=O)C2CC2)CCN(C(=O)c2ccc(F)c(Cl)c2)C1 (stereo not drawn) | -4
Cc1ccc(NCN2C(=O)c3ccccc3C2=O)cc1Cl | 0
O=c1cc(CN2CCN(c3ccc(Cl)c(Cl)c3)CC2)c2ccccc2o1 | -9
O=C1/C(=C/c2cccnc2)SC(=S)N1Cc1ccco1 | -4
Cc1ccc(NC(=O)N2CCOCC2)cc1NC(=O)N1CCOCC1 | -5
CCCc1cnc(Nc2nc(C(N)Cc3ccc(OC)cc3)cs2)nc1 (stereo not drawn) | -6
CN(C(=O)c1cccc(NC(=O)Cc2cccc(NC(=O)C3CCCN(C(=O)C4CCC4)C3)c2)c1)C1CCC1 (stereo not drawn) | 5
Cn1c(=O)c2cc(NC(=O)CCc3ccccc3)ccc2n1-c1ccccc1F | -5
CC(=O)Nc1cccc(Oc2nc(NCCN(C)C)nc3ccsc23)c1 | 0
O=C(NC1CCCc2ccccc21)c1cccc(F)c1 (stereo not drawn) | 0
CCOC(=O)C1=CCN(S(=O)(=O)c2ccc(F)cc2)C1c1ccccc1 (stereo not drawn) | -7
COc1ccc(S(=O)(=O)NC(=O)C2(C)CCN2C(=O)Cc2cccc3ccccc23)cc1 (stereo not drawn) | -5
CC1(C(=O)NS(=O)(=O)c2ccccc2Cl)CCN1C(=O)C1(c2ccccc2)CC1 (stereo not drawn) | -5
CC(C)(C)OC(=O)N1CCc2onc(-c3ccc([N+](=O)[O-])cc3)c2C1=O | -5
O=C(c1ccoc1)N1CCN(c2cc(-c3ccco3)nc3cc(-c4ccccc4)nn23)CC1 | -7
COc1ccc2cc(/C=N/NC(=O)CN(c3ccccc3OC)S(=O)(=O)c3ccccc3)c(Cl)nc2c1 | -4
COc1ccccc1Cc1c(-c2ccc(OC)c(OC)c2)nc2ccc(Br)cn12 | -6
CC1CC(NC(=O)c2c(O)nc3ccccn3c2=O)CC(C)(C)C1 (stereo not drawn) | -4
COc1cccc(S(=O)(=O)N(C)C[C@@H]2Oc3cc(C#CCN(C)C)ccc3S(=O)(=O)N([C@H](C)CO)C[C@@H]2C)c1 | -7

A second format for four compounds above:
| Molecule | GalR3 antagonist |
| --- | --- |
| O=C(NC1CCCc2ccccc21)c1cccc(F)c1 (stereo not drawn) | 0 |
| CC1(C(=O)NCc2ccc(Cl)cc2)CCN1C(=O)Cc1cccc2ccccc12 (stereo not drawn) | 0 |
| CCC/C=C/c1ccc(CN2C(C)C(=O)N(Cc3cn(CC4CCCCC4)nn3)CCS2(=O)=O)cc1 (stereo not drawn) | -6 |
| COc1ccc(S(=O)(=O)N2CCCCCC2)cc1NC(C)C(=O)Nc1ccc(NC(C)=O)cc1 (stereo not drawn) | 0 |
